Screening data from PubChem.
3T3 cytotox – Cytotoxic Profiling in NIH 3T3 Cell Line of Diverse Libraries Using Quantitative High-Throughput Screening; NIH 3T3 viability, CellTiter-Glo ATP luminescence, 48-72 h; Potency, µM (titrated, usually from 96.7 µM), without a hit: top-dose activity change, negative = cytotoxicity, usual class: inhibitors; 4.3% of 94,000 active; AID 1345082, 2018; also: potency is read from the fitted curve at half-maximal effect; nearly all actives have a fitted effect of over 55% in size
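ATP-dependent luminescence (CellTiter-Glo) served as the viability signal for NIH 3T3 cells treated with compound for 48 or 72 hr at 37 °C.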
Luciferase inh – Firefly luciferase inhibition profiling of diverse chemical library using quantitative high-throughput screening; Luciferin 4-monooxygenase (Photinus pyralis), P08659; purified P. pyralis luciferase, luminescence, biochemical; Potency, µM (highest dose often 115 µM), inactives show at the highest dose activity change, negative = inhibition, usual class: inhibitors; 2.5% of 76,000 active; AID 1347043, 2019; also: potency is read from the fitted curve at half-maximal effect; nearly all actives have a fitted effect of over 65% in size
Target sequence (P08659 whole entry, looked up): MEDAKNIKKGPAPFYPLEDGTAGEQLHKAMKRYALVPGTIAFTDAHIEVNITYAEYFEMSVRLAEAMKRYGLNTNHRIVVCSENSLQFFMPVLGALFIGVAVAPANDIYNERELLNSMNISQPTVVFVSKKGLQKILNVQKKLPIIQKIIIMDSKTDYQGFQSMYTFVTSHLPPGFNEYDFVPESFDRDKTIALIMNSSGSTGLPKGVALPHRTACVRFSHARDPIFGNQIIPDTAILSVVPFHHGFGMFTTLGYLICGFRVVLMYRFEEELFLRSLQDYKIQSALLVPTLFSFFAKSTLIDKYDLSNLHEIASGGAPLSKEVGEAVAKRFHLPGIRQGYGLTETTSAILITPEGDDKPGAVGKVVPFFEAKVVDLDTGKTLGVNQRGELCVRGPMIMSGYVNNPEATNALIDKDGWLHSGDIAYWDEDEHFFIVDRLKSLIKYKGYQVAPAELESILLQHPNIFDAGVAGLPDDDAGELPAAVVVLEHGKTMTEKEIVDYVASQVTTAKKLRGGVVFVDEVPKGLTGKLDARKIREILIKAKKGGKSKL
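Purified P. pyralis luciferase (10nM final) in 50mM Tris acetate pH 7.5, 10mM Mg acetate, 0.01% Tween-20, 0.05% BSA with 10uM D-luciferin and 10uM ATP. Compounds titrated qHTS. Luminescence imaged on CCD.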
SNCA expr inh – Primary qHTS assay for inhibitors of alpha-synuclein gene (SNCA) expression | HEK-293 SNCA-luciferase knock-in, luminescence, 24 h | Potency, µM (doses to about 57.2 µM), for inactives: top-dose activity change, negative = inhibition, most hits filed as inhibitors | 0.17% of 140,000 active | AID 1671194, 2021;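 also: potency is read from the fitted curve at half-maximal effect; plate controls were DMSO cells for no effect and cell-free wells for full effect; nearly all actives have a fitted effect of over 45% in size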
GPT2 inh – Primary qHTS assay for inhibitors of Glutamate pyruvate transaminase 2 (GPT2). Alanine aminotransferase 2 (Homo sapiens), Q8TD30. Recombinant GPT2, coupled pyruvate oxidase/HRP Amplex Red fluorescence. Potency, µM (titrated, usually from 57.7 µM), for inactives: at the top dose activity change, negative = inhibition, usual class: inhibitors. 0.25% of 100,000 active; also: potency is read from the fitted curve at half-maximal effect; nearly all actives have a fitted effect of over 60% in size; many of its hits are not listed in these tables
Target sequence (Q8TD30 whole entry, looked up): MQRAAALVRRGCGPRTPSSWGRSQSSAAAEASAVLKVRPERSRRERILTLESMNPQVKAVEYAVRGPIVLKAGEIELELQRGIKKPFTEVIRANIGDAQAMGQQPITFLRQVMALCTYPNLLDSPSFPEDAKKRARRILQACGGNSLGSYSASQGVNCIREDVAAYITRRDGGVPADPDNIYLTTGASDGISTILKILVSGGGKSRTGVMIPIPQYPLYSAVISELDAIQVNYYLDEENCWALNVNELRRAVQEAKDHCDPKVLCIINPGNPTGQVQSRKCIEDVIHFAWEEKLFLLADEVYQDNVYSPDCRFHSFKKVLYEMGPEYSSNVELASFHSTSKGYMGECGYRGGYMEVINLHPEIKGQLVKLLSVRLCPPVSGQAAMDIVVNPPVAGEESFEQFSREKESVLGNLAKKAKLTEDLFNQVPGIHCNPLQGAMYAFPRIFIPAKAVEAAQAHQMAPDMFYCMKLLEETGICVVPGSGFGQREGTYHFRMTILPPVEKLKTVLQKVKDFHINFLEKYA
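Fluorescence read-out: pyruvate from GPT2 turnover coupled to pyruvate oxidase, HRP and Amplex Red (0.2mM ThPP, 0.2U/mL PO and HRP, 50uM Amplex final). Substrates 250uM a-KG, 2mM L-alanine; enzyme 10ng/uL; 30 min RT.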
HEK293 viab – GF-AFC viability counterscreen for inhibitors of alpha-synuclein gene (SNCA) expression; HEK-293-SNCA-luc viability, GF-AFC fluorescence, 24 h; Potency, µM (series often up to 57.1 µM), without a hit: at the highest dose activity change, negative = cytotoxicity, most hits filed as cytotoxic; 0.12% of 150,000 active;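 also: potency is read from the fitted curve at half-maximal effect; 0% = DMSO-treated cells and -100% = medium-only wells without cells; nearly all actives have a fitted effect of over 30% in size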
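HEK-293-SNCA-luc cells (1500/well) plated 24 h, then exposed 24 h to a dilution series; GF-AFC added 30 min at 37C, fluorescence 405/540 nm; normalised to medium-only and DMSO wells, Hill fit.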
IP6K1 inhibitor – Primary qHTS assay for small molecule inhibitors of Inositol hexaphosphate kinase 1 (IP6K1). Inositol hexakisphosphate kinase 1 (Homo sapiens), Q92551. IP6K1 kinase, ADP-Glo luminescence, 2 h; hits give low values. activity change, % (series mostly up to about 58 µM). 0.81% of 140,000 active. AID 1645851, 2021; in the data active = activity change below about -25%
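ADP-Glo luminescence measures ADP made by human IP6K1 during a 2 h RT reaction with ATP/IP6 (mix at 1.3 mM/130 uM); top library doses 57.5 and 19.1 uM final.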
HEK293 tox – Cytotoxic Profiling in HEK 293 Cell Line of Diverse Libraries Using Quantitative High-Throughput Screening; HEK 293 viability, ATP luminescence (CellTiter-Glo), 48-72 h; Potency, µM (top dose mostly 115 µM), for inactives: top-dose activity change, negative = cytotoxicity, most hits filed as inhibitors; 6.6% of 94,000 active; also: potency is read from the fitted curve at half-maximal effect; nearly all actives have a fitted effect of over 60% in size
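Read-out: CellTiter-Glo ATP luminescence. Cells: HEK 293, 250 cells/well. Exposure: 48 or 72 hr, 37 degree Celsius.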
Numbers without * were called inactive; i = inactive; u = inconclusive; x = no result given; [ ] = dose if it differs, or a comment. Unless noted, calls follow the shape of the dose curve; as a rule, active = well fitted curve in the direction sought with a large enough effect; inconclusive = small, poorly fitted or top-dose-only effect, or another doubt; inactive = no such curve, though single readings can be large; an effect the other way counts as inactive or inconclusive. Unless noted, % is scaled to controls: 0 for no effect and ±100 for the full control effect. Compounds as they come; 7.8% or so of the library scored in one or more.

SMILES | 3T3 cytotox | Luciferase inh | SNCA expr inh | GPT2 inh | HEK293 viab | IP6K1 inhibitor | HEK293 tox
CCCOc1cccc(C(=O)Nc2cccc(NC(=O)c3ccc(Cl)cc3Cl)c2)c1 | x | x | 19% | x | -16% | 21 | x
COC(=O)CCC(=O)N1CCCC(CCc2c(F)cccc2F)C1 (centres undefined) | -13% | -6% | u | -14% | -2% | 26 | -31%
CC(C)(C)COC(=O)N1C[C@@H](CO)[C@@H]2Oc3ccccc3[C@@H]21 | u | x | x | x | x | 5 | u
Cc1cc(C)c(C(=O)N2CC(c3nc(CCN(C)C(=O)C4CC4)no3)C2)c(C)c1 | -7% | 5% | 31%[activator] | i | -6% | -1 | -5%
CC(Oc1ccccc1)C(=O)N1CCC(n2cc(-c3nc(C(C)C)no3)nn2)C1 (centres undefined) | -29% | -8% | 26% | i | 8% | -15 | -28%
O=C(NCC1CC1)c1nc2cccnc2n(C2CC2)c1=O | -26%[138 µM] | x | 9%[87.6 µM] | i | 0%[87.6 µM] | -17 | -18%[172 µM]
Cc1ccc(CN2CC[C@@H]3CN(S(C)(=O)=O)[C@@H]3C2)c(C)c1 | -26% | 7% | 37%[activator] | -3% | -8%[12.5 µM] | 12 | -9%
CCNC(=O)[C@@H]1C[C@@H](NC(=O)c2csc(C)c2CC)CN1C1CCCC1 | -28% | 4% | 2% | u | -4% | -5 | -32%
CCOCC(=O)NCCc1noc(-c2ccccc2)n1 | i | -2% | -10% | -4% | 0% | 24 | 4%
CCc1ccc(C(=O)N2C[C@@H](CO)[C@H](N(C)C)C2)cc1 | i | 5% | -15% | i | -29% | -13 | -6%
COc1cc2c(C(=O)N3CCN(c4cccc(Cl)c4)CC3)cn(C)c(=O)c2cc1OC | x | x | u | x | -3% | 1 | x
O=C1CC2(CCN(C(=O)C3CCCN(C(=O)c4ccccc4Cl)C3)CC2)Oc2ccccc2N1 (centres undefined) | -22% | x | 5% | 3% | 8% | -11 | -14%
COc1ccccc1CNC(=O)C1CCCN1c1nccc(Nc2ccccc2F)n1 (centres undefined) | u | x | u | i | -9%[12.5 µM] | -4 | 40µM*
CCOc1ccc(C(=O)c2cn(CC(=O)Nc3ccc(Cl)cc3)c3cc4c(cc3c2=O)OCCO4)cc1 | x | x | -18% | x | -18% | 18 | x
COC(=O)CCNC(=O)C1c2ccccc2C(=O)N(Cc2ccco2)C12CCCCC2 (centres undefined) | -10% | 0% | 5% | -4% | u | 6 | -16%
O=C(c1ccccc1Cl)N1CCN(c2cc(C(F)(F)F)ncn2)CC1 | -18% | 5% | 25% | i | -1% | 4 | -29%
Cc1nnc(NC(=O)C2CC(=O)N(c3n[nH]c4cc(Br)ccc34)C2)s1 (centres undefined) | i | 2% | u | i | -2% | -3 | -5%
COc1cccc(C(CC(=O)NCc2ccc3c(c2)OCO3)c2c[nH]c3ccccc23)c1OC (centres undefined) | u | -8% | -3% | i | 4% | -10 | u
CCCOc1ccc(CNC(=O)[C@H]2CCC[C@H]2NC(=O)c2ccncc2)cc1 | -17% | -6% | -4% | 2% | -4% | 5 | -13%
CCOc1cccc(C2c3[nH]c4ccccc4c3CCN2C(=O)CSc2ccccc2)c1 (centres undefined) | x | x | 44%[activator] | x | 13% | 40 | x
Cc1ccc2[nH]c(=O)c(CN(C(=O)c3cccc(Cl)c3)C(C)(C)C)cc2c1 | x | x | 7% | x | -13% | 3 | x
COC(=O)c1ccc(Cl)cc1NC(=O)N1CCC(CN2CCCC2)CC1 | x | x | 1% | x | -3% | 26 | x
COCCN1C(=O)[C@@H]2C[C@@H](CN2C(=O)c2cnccn2)Oc2ccccc21 | -9%[138 µM] | 1%[172 µM] | 3%[87.6 µM] | -8%[88.5 µM] | 8%[87.6 µM] | 16 | -6%[172 µM]
O=C(c1ccc2c(c1)OCO2)N1CCC2(CC1)COc1ccccc1NC2=O | -26% | 2% | -1% | 4% | 7% | 31 | u
COc1ccc(CNC(=O)CCc2nnc3n(CC(C)C)c(=O)c4ccccc4n23)cc1 | x | x | 15% | x | 2% | -22 | x

Grouped by structure: those above with a tert-butyl group (two)
SMILES | 3T3 cytotox | Luciferase inh | SNCA expr inh | GPT2 inh | HEK293 viab | IP6K1 inhibitor | HEK293 tox
CC(C)(C)COC(=O)N1C[C@@H](CO)[C@@H]2Oc3ccccc3[C@@H]21 | u | x | x | x | x | 5 | u
Cc1ccc2[nH]c(=O)c(CN(C(=O)c3cccc(Cl)c3)C(C)(C)C)cc2c1 | x | x | 7% | x | -13% | 3 | x

Additional results follow:
SMILES | 3T3 cytotox | Luciferase inh | SNCA expr inh | GPT2 inh | HEK293 viab | IP6K1 inhibitor | HEK293 tox
CC(=O)c1cccc(NC(=O)Cn2c(-c3ccc(F)cc3)nc(C)cc2=O)c1 | -25% | -10% | u | i | u | 7 | 45µM*
Cc1cc(C(=O)N[C@@H]2CCC[C@@H](C(=O)N3CCN(C)CC3)CC(=O)N(C)C2)nn1C | -3%[174 µM] | 2%[172 µM] | -20%[87.6 µM] | i | 11%[87.6 µM] | -5 | 4%[172 µM]
O=C(c1nc(-c2cccc(C(F)(F)F)c2)c2ccccn12)N1CCN(c2ncccn2)CC1 | u | -10% | -8% | -8% | 10% | 37 | u
COc1ccc(-n2nc(C3CCCN(C(=O)Cc4ccc(F)cc4)C3)[nH]c2=O)cc1 (centres undefined) | u | -8% | -23% | 2% | u | 19 | u
Cc1ccc(C)c(OC(=O)CSc2nnc(CNC(=O)c3ccccc3)o2)c1 | x | x | 19% | x | 10% | 20 | x
COc1ccc(-c2ccc3ncc(Nc4cc(F)ccc4OC)n3n2)cn1 | -11%[138 µM] | -1%[172 µM] | -25%[87.6 µM] | u | 4%[87.6 µM] | -15 | u
Cc1ccc(S(=O)(=O)Cc2noc([C@@H]3C[C@@H](O)CN3Cc3cccs3)n2)cc1 | -18%[174 µM] | -10%[172 µM] | -1%[87.6 µM] | 4%[88.5 µM] | -1%[87.6 µM] | 16 | -17%[172 µM]
Cn1ccc2c(C(=O)NCc3cccnc3)nc(-c3ccc(CO)cc3)cc21 | 45µM* | -15%[172 µM] | 33%[activator][87.6 µM] | -4%[88.5 µM] | 3%[87.6 µM] | -12 | -2%[172 µM]
O=C1CCCN1Cc1nc(-c2ccc(F)cc2)no1 | 2% | -18% | 26% | i | 9% | 13 | 5%
Cc1cc(=O)n(CC(=O)Nc2cccc(C#N)c2)c(-c2ccc(F)cc2)n1 | u | -2% | -14% | 3% | -15% | 3 | u
COC(=O)[C@@H]1Cc2nc[nH]c2CN1Cc1ccc(C(=O)O)cc1 | 0%[174 µM] | 0%[172 µM] | 2%[87.6 µM] | 2%[88.5 µM] | -8%[87.6 µM] | 19 | -3%[172 µM]
Cc1ccc(C(=O)NCC2CCCCC(=O)N2)cn1 (centres undefined) | 2% | 0% | 2% | i | 6% | -11 | i
O=C(C1CCCC1)N1CCC2(CC1)CC(=O)N(c1ccccc1)c1ccccc1O2 | i | -1% | 17% | -5% | 3% | 0 | i
O=C(NC1CC1)c1nc2sccn2c1-c1ccc(C(F)(F)F)cc1 | -29% | x | -17% | i | -8% | 6 | u
CCc1ccc(NC(=O)Cn2nnc(C(=O)Nc3cc(C)ccc3OC)c2N)cc1 | x | x | -7% | x | -13% | 13 | x
COc1ccc(CN2C(=O)N(c3cccc(C)c3)C(=O)C2CC(=O)Nc2ccc(F)cc2)cc1OC (centres undefined) | x | x | -2% | x | 9% | -6 | x
Cc1ccc(Cl)cc1N1CCN(c2cc(C3CC(O)C3)ncn2)CC1 (centres undefined) | u | 3% | -23% | 5% | -23% | 1 | 28µM*
CC1CCN(c2nnc(-n3cccc3CNc3cccc(F)c3)s2)CC1 | x | x | 87%[activator] | x | 6% | 9 | x
COc1ccc(C)cc1NC(=O)N1c2ccccc2CC1c1nc(C2CC2)no1 (centres undefined) | u | -7% | u | -15% | -9% | 24 | -29%
O=C(Cn1cccc1-c1nc(-c2ccc3c(c2)OCO3)no1)N1CCCc2ccccc21 | -27% | -10% | 18% | i | u | 36 | u
CC1=C[C@@H](CN2CCOCC2)[C@H](C(C)C)C[C@H]1Cc1nnc(C)o1 | -17%[174 µM] | -1%[172 µM] | -19%[87.6 µM] | 1%[88.5 µM] | -11%[87.6 µM] | -4 | u
COC1CCOC2(CCN(C(=O)c3cc(C)nn3C)CC2)C1 (centres undefined) | 4% | -1% | -18% | i | -5%[12.5 µM] | 9 | -10%
COc1cccc(S(=O)(=O)N2CCC(n3cnnc3C(C)C)CC2)c1 | u | 2% | 3% | i | -8% | -3 | -27%
COc1ccccc1CNC(=O)c1c[nH]c2ccc(S(=O)(=O)Nc3cc(C)cc(C)c3)cc2c1=O | x | x | u | x | -19% | -11 | x
Cc1cc(C)n(C2CCN(c3ncnc4c3c(C)nn4C)C2)n1 (centres undefined) | -17% | 0% | 8% | -7% | 2% | 5 | -1%

The listing continues:
SMILES | 3T3 cytotox | Luciferase inh | SNCA expr inh | GPT2 inh | HEK293 viab | IP6K1 inhibitor | HEK293 tox
COCc1nc(CCNC(=O)c2ccc(OC)cc2)no1 | i | -6% | 2% | i | -7%[12.5 µM] | 8 | 19%
CCNC(=O)N1CCC(c2nc(-c3cccn3C)no2)CC1 | -25% | x | 22% | i | 1% | 11 | -9%
O=C(Cn1cccc1-c1nc(-c2ccccc2)no1)Nc1ccc(Cl)cc1 | -9% | -10% | 14% | 1% | 18% | -11 | -8%
CC(C)NC(=O)c1cnc2c(c1)N(C(=O)Cc1ccc(C(C)C)cc1)CCC2 | u | -7%[172 µM] | 1%[87.6 µM] | -6%[88.5 µM] | -5%[87.6 µM] | 17 | u
COc1cccc(NC(=O)C2CCCN(S(=O)(=O)c3ccc4[nH]c(=O)ccc4c3)C2)c1 (centres undefined) | x | x | 2% | x | -10% | -33* | x
COCC1CCN(C(=O)[C@@H]2CN(c3cnccn3)C[C@H]2COC)CC1 | -10% | -10% | 5% | i | -15% | 5 | -7%

Three entries already listed, sorted by formula weight, smallest number first.
SMILES | 3T3 cytotox | Luciferase inh | SNCA expr inh | GPT2 inh | HEK293 viab | IP6K1 inhibitor | HEK293 tox
CCNC(=O)N1CCC(c2nc(-c3cccn3C)no2)CC1 | -25% | x | 22% | i | 1% | 11 | -9%
O=C(Cn1cccc1-c1nc(-c2ccccc2)no1)Nc1ccc(Cl)cc1 | -9% | -10% | 14% | 1% | 18% | -11 | -8%
CC(C)NC(=O)c1cnc2c(c1)N(C(=O)Cc1ccc(C(C)C)cc1)CCC2 | u | -7%[172 µM] | 1%[87.6 µM] | -6%[88.5 µM] | -5%[87.6 µM] | 17 | u
